Screening results from PubChem BioAssay.
14-3-3g Raf: 14-3-3 gamma protein interaction modulation | P61981 | FP, 14-3-3gamma / TMR-pS259-Raf peptide binding | inhibition, % at 40 µM | actives 0.19% (n = 160,000) | AID 422; in the data active means inhibition above about 30%;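 further: 0% = protein plus tracer without compound and 100% = blank with tracer alone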
Target sequence (P61981 whole entry, looked up): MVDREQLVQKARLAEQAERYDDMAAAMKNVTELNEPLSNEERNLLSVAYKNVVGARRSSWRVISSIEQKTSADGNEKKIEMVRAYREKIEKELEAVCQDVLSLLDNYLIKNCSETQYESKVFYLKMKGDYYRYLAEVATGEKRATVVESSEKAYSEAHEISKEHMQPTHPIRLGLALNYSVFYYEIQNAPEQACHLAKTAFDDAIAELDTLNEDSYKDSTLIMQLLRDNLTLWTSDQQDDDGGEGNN
Starred values were filed as active, the others as inactive; & = joins results of further samples.

SMILES	14-3-3g Raf
COc1ccc(NC(=O)C(NC(=O)c2cnccn2)c2ccccc2)cc1 (stereo not given)	-6
CN(C)c1ccc(C=Nc2cnn(C)c2C(N)=O)cc1	7
CCOC(=O)c1[nH]c(C)c(C(=O)N2CCc3ccccc32)c1C	4
O=c1cc(C(F)F)oc2c1ccc1ccccc12	-3&8
C(=N\c1nc2ccccc2n1CCN1CCCCC1)/c1cccs1	-7
COc1ccc(C2C(C(=O)OCC(C)C)=C(C)NC3=C2C(=O)CC(c2ccccc2)C3)cc1OC (stereo not given)	3
CCN(CC)CCn1c(=N)n(CC(O)c2ccc(C)cc2)c2ccccc21 (stereo not given)	1
CCN(CCCNC(=O)c1ccc2c(c1)[nH]c(=S)n1c3ccccc3nc21)c1ccccc1	-7
Cc1ccc(C)c(N2CCN(C(=O)c3cc4ccccn4n3)CC2)c1	-2
Clc1ccccc1N=c1oc2ccccc2cc1-c1nc2ccccc2[nH]1	-5
CN(C)c1nc2ccc(OCCN3CCCCC3)cc2s1	3
CCn1c(C(O)c2cc(OC)c(OC)c(OC)c2)nc2ccccc21 (stereo not given)	-9
CCOC(=O)c1ccc(NC(=O)CN(c2cccc(C)c2C)S(C)(=O)=O)cc1	-2
COC(=O)c1cccc(C(=O)Nc2ccc(C)cc2Br)n1	-2
COc1cccc(C2C(C(=O)Nc3ccc(C)cn3)=C(C)NC3=C2C(=O)CC(C)(C)C3)c1OC (stereo not given)	16
C[C@@]1(C2CCCC2)Cc2cc(OCC(=O)O)c(Cl)c(Cl)c2C1=O	0
CCOC(=O)c1ccc(-n2c(N)c(C(=O)N3CCCC3)sc2=S)cc1	-1
Cc1ccc(C(=O)CC2(O)C(=O)Nc3ccc(Cl)cc32)cc1 (stereo not given)	3
CN1CCN(CCCNC(=O)Nc2cccc3ccccc23)CC1	-9
CCCCn1c(SCc2ccccc2C)nc2ccsc2c1=O	2
Cc1noc(NS(=O)(=O)c2ccc(NC(=O)c3ccncc3)cc2)c1C	0
O=C(NCc1ccco1)c1nc2ccccc2s1	6
CNC(=O)N(c1ccccc1)c1ccccc1	-3
Cc1ccc(CNC(=O)c2coc(=O)c3ccccc23)cc1	5
CC1(C)CC(=O)C(C=NCCc2ccc(O)cc2)=C(O)C1	-5
Further compounds follow.
SMILES	14-3-3g Raf
CCCCCn1c(CN2CCOCC2)nc2c1c(=O)n(C)c(=O)n2C	1
CCn1nnc(NC(=O)c2cccc(-c3cc4ccccc4oc3=O)c2)n1	1
Cc1ccc(C(=O)C2C(c3cn(-c4ccccc4)nc3-c3ccccc3)NC(=O)NC2(O)C(F)(F)F)cc1 (stereo not given)	-6
COc1ccc(N2CCN(C(=O)C(NS(=O)(=O)c3cccs3)C(C)C)CC2)cc1 (stereo not given)	-3
COC(=O)c1cc(OC)c(OC)cc1NC(=O)c1cc(C)on1	5
N#CC1=C(SCc2ccccc2)NC(=O)CC1c1cccc(O)c1 (stereo not given)	-5
CCN(C(=O)c1cn(CC)c(=O)c2cc(OC)c(OC)cc12)c1cccc(C(F)(F)F)c1	1
CC(C)CC(=O)N1c2ccccc2NC2=C(C(=O)CC(c3ccccc3)C2)C1c1cccc(F)c1 (stereo not given)	1
CN1CCc2[nH]c3ccc(F)cc3c2C1	-11
CCOc1ccc2sc(NC(=O)c3cc4cc([N+](=O)[O-])ccc4oc3=O)nc2c1	-1
O=C(CSc1nc2ccsc2c(=O)n1Cc1ccccc1F)NC1CCCC1	4
COc1cc(NC(=O)Cn2nnc(-c3ccncc3)n2)cc(OC)c1	-4
N#Cc1cccc(-c2cn(S(=O)(=O)c3ccc(Cl)cc3)nc2N)c1	-2
C=C(C)c1cccc(C(C)(C)NC(=O)N2CC(C)OC(C)C2)c1 (stereo not given)	-4
CC(=O)N1CCc2cc(Br)cc(S(=O)(=O)NCC3CCCO3)c21 (stereo not given)	1&-3
COc1ccc(OC)c2[nH]c(=O)c(CCNC(=O)Cc3cccs3)cc12	-19
Cc1c(NC(=O)c2ccc(Br)o2)cccc1-c1nc2ccccc2o1	-74
O=C(Nc1ccc(N2CCN(C(=O)c3ccco3)CC2)c(Cl)c1)c1c(F)c(F)c(F)c(F)c1F	-10
COCCNS(=O)(=O)c1cc(Br)cc2c1N(C(=O)C1CC1)CC2	-4
O=C(Oc1ccc(Br)cc1)C(c1ccccc1)c1ccccc1	-1
CCCCN1C(=O)CN(C2CCCCC2)C(=O)C1c1ccc(OCCC)c(OC)c1 (stereo not given)	6
CCOC(=O)C1CCN(C(C(=O)NC2CCCCC2)c2cc3c(cc2[N+](=O)[O-])OCO3)CC1 (stereo not given)	-7
COc1ccc(-c2cc(=O)[nH]c(SCC(=O)Nc3ccc(Cl)cc3C)n2)cc1	-16
Cc1ccc(C(=O)COC(=O)c2cccc(N3C(=O)c4ccccc4C3=O)c2)cc1[N+](=O)[O-]	-4
COC(=O)Cn1c(C)c(C(C)=O)c(C(C)=O)c1C	1&1
Additional compounds follow.
SMILES	14-3-3g Raf
COc1c(C)cc(Br)cc1C(=O)Nc1ccc(N2CCN(S(C)(=O)=O)CC2)cc1	4
CCC(=O)NCc1nc2ccccc2n1CC(C)C	-1
CCCOc1ccc(C(=O)Nc2ccc(N3CCN(C(C)=O)CC3)cc2)cc1	-10
CCSc1nnc(NC(=O)c2ccccc2Br)s1	-6
Cc1ccc(C(c2ccc(C)o2)c2ccccc2O)o1	-144
COc1ccc(S(=O)(=O)NCC2CCC(C(=O)NC3CCCCCC3)CC2)cc1 (stereo not given)	9
CCOC(=O)Cn1c(=O)n(CC2CCCO2)c(=O)c2ccccc21 (stereo not given)	1
OC1(c2cccc(C(F)(F)F)c2)CCN(c2ccc(-c3ccccc3)nn2)CC1	1
COC(=O)c1ccc2c(c1)nc(C)n2CCO	-9
CCOC(=O)c1sc(=NC(=O)c2ccc(OC)c(OC)c2)n(C)c1C	-7&2
Cc1cccc(Nc2ccccc2C(=O)OCC(=O)N2CCOCC2)c1C	-2
COc1ccc(N=c2oc3ccccc3cc2C(=O)Nc2cccc(C(F)(F)F)c2)cc1	0
CCCCN(C)C(=O)c1cc2c(=O)oc3ccccc3c2s1	1
O=C(CCCn1c(=O)c2ccccc2n(Cc2ccc(F)cc2)c1=O)NCc1ccc(F)cc1	-12
CCc1c(C)c(C#N)c2nc3ccccc3n2c1N1CCOCC1	-1
O=C1C2CC=CCC2C(=O)N1c1ccc(NCc2cccs2)c([N+](=O)[O-])c1 (stereo not given)	2
CCOC(=O)c1c(O)c2c([nH]c1=O)CCCC2	3
Cc1ccc(-n2c(SCC(=O)Nc3nccs3)nc3c(c2=O)SCC3)cc1	-6
CCN(CC)c1ccc(C2C(C(=O)Nc3ccccn3)=C(C)NC3=C2C(=O)CC(C)(C)C3)cc1 (stereo not given)	-5
Cn1cc(CC(=O)N2CCN(c3ccc(F)cc3)CC2)c2ccccc21	-1
Cc1c(NCc2ccccc2)cccc1C(=O)O	-9
CCOc1ccc(/C(O)=C2\C(=O)C(=O)N(c3ccccn3)C2c2ccc(C)cc2)c(C)c1 (stereo not given)	5
Cc1nn(-c2ccccc2)c2c1C(c1ccncc1)C(C#N)=C(N)O2 (stereo not given)	-20
O=C(CSc1nc2ccccc2s1)Nc1ccc(S(=O)(=O)Nc2nccs2)cc1	-18
CCOC(=O)C1CCCN(C(=O)c2c[nH]n3c(=O)c(Cc4cccc(Cl)c4)c(C)nc23)C1 (stereo not given)	-21

Molecules listed so far that contain a furan ring, fused or not (4):
SMILES	14-3-3g Raf
O=C(NCc1ccco1)c1nc2ccccc2s1	6
Cc1c(NC(=O)c2ccc(Br)o2)cccc1-c1nc2ccccc2o1	-74
O=C(Nc1ccc(N2CCN(C(=O)c3ccco3)CC2)c(Cl)c1)c1c(F)c(F)c(F)c(F)c1F	-10
Cc1ccc(C(c2ccc(C)o2)c2ccccc2O)o1	-144

Next section
SMILES	14-3-3g Raf
COc1cccc(C=Nc2ccccc2I)c1O	4
O=C(c1ccncc1)N1CCN(Cc2ccccc2)CC1	-8
Cc1ccc(C(=O)N2CCN(CCNC(=O)C(=O)Nc3ccc(F)cc3)CC2)cc1	-6
COc1ccc(CCNc2oc(COc3ccccc3F)nc2C#N)cc1	1
CC1(C)Cc2ccccc2-c2nnc(SCC(=O)Nc3ccc4c(c3)OCO4)n21	-5
CS(=O)(=O)N1N=C(c2ccc(Br)cc2)CC1c1cc2ccccc2nc1Cl (stereo not given)	-154
O=C(NCc1ccccn1)c1cc(S(=O)(=O)N2CCOCC2)ccc1F	114*
O=C(NCCC1=CCCCC1)c1ccc2c(c1)N(Cc1ccc(Cl)cc1)C(=O)CS2	-6
CCCOc1ccc(-c2nc3ccccc3c(=O)o2)cc1	1
COc1cc2[nH]c(=S)n(Cc3ccco3)c(=O)c2cc1OC	-124
NC(=O)CSCc1c(Cl)cccc1Cl	-4
CCc1cccc(CC)c1N(COC)C(=O)Cn1c(CC)nc2ccccc21	2
COc1ccccc1CNS(=O)(=O)c1ccc(F)c(C(=O)Nc2ccc(Cl)cc2C(F)(F)F)c1	0
COC(=O)c1ccccc1NC(=O)c1cccc(NC(=O)c2ccc(Br)o2)c1C	-4
Cc1cccc(/C=C/c2ccccc2)n1	-6
O=C(O)C1CCC(CNCc2cccc(Br)c2)CC1 (stereo not given)	0
CCCCOc1ccccc1NC1=NS(=O)(=O)c2ccccc21	7
COc1ccc(CN2CCN(c3ncnc4sc5c(c34)CC(C)CC5)CC2)cc1 (stereo not given)	2
Cc1cc(NC(=O)c2nn3c(C(F)(F)F)cc(-c4ccc(Br)cc4)nc3c2Cl)no1	6
Cc1ccc(S(=O)(=O)N=C(Nc2ccc(O)c(C(=O)O)c2)c2ccccc2)cc1	-4
CCc1nc2c(cnn2-c2ccc(Cl)cc2)c(=O)n1-c1ccc(OC)cc1	-5
CC(C)COC(=O)c1ccc(NC(=O)C2C3C=CC(C3)C2C(=O)O)cc1 (stereo not given)	-6&7
CCOC(=O)C1=C(C)N=C2SCCC(=O)N2C1C=Cc1ccccc1 (stereo not given)	-12
CCOC(=O)c1cc2c(=O)n3ccccc3nc2n(CC2CCCO2)c1=NC(=O)c1ccc(Cl)cc1 (stereo not given)	-48
Cc1ccc(C(=O)N2N=C(c3cccc(Br)c3)CC2(O)C(F)(F)F)o1 (stereo not given)	-8

Four compounds already listed, ordered by number of heavy atoms, smallest number first:
SMILES	14-3-3g Raf
O=C(c1ccncc1)N1CCN(Cc2ccccc2)CC1	-8
COc1ccc(CCNc2oc(COc3ccccc3F)nc2C#N)cc1	1
CC1(C)Cc2ccccc2-c2nnc(SCC(=O)Nc3ccc4c(c3)OCO4)n21	-5
Cc1ccc(C(=O)N2CCN(CCNC(=O)C(=O)Nc3ccc(F)cc3)CC2)cc1	-6

Back to the main list, repeating the 3 entries before the break.
SMILES	14-3-3g Raf
CCOC(=O)C1=C(C)N=C2SCCC(=O)N2C1C=Cc1ccccc1 (stereo not given)	-12
CCOC(=O)c1cc2c(=O)n3ccccc3nc2n(CC2CCCO2)c1=NC(=O)c1ccc(Cl)cc1 (stereo not given)	-48
Cc1ccc(C(=O)N2N=C(c3cccc(Br)c3)CC2(O)C(F)(F)F)o1 (stereo not given)	-8
CCCS(=O)(=O)c1c(S(=O)(=O)CCC)c2ccccn2c1C(=O)OC	2
O=C1C2C3C=CC(C3)C2C(=O)N1c1ccc(N2CCCC(CO)C2)c([N+](=O)[O-])c1 (stereo not given)	1
COC(=O)C1=C(C(=O)OC)SC(=C2C(=S)C(C)(C)N(C(=O)c3ccc(F)cc3)c3ccccc32)S1	3
O=C(c1ccco1)N(Cc1ccco1)c1ccc(O)cc1	-1
O=C(CCn1c(=O)[nH]c2ccsc2c1=O)N1CCN(c2ccc(Cl)cc2)CC1	0
CCOc1nc(C)ccc1-c1noc(-c2ccccc2OC)n1	-15
Cc1cccc(-c2nnc3n2N=C(c2ccc(Br)cc2)CS3)c1	-10
CC(=O)c1coc2cc(O)ccc12	-3
COCCCNC(=O)c1cc(S(=O)(=O)N2CCCC(C)C2)ccc1F (stereo not given)	-3
O=C(C1CCCN(Cc2ccccc2F)C1)N1CCCCC1 (stereo not given)	-1
O=C(CN1C(=O)c2ccccc2C1=O)Nc1ccc(Br)cc1C(=O)O	-5
Cc1ccc(-c2csc(-c3cccnc3)n2)cc1	-27
COc1cc(Cl)ccc1S(=O)(=O)n1nc(C)cc1C	-2
O=C(NCCN1CCN(c2ccccc2)CC1)c1ccc2nc3ccc(Cl)cc3c(=O)n2c1	-1
Nn1c(SCc2cccc3ccccc23)nnc1-c1ccco1	1
COc1ccc(C(=O)Nc2cc(C(=O)Nc3cc(Cl)ccc3C)ccc2N2CC3CC(C2)c2cccc(=O)n2C3)cc1 (stereo not given)	-10
Cn1c(SCC(=O)NCc2ccco2)nc2c([nH]c3ccccc32)c1=O	-22
COCCNC(=O)c1cc2n(n1)C(C(F)(F)F)CC(c1ccc(Br)cc1)N2 (stereo not given)	4
Cn1c(CCN2CCCCC2)nc2cc(NC(=O)Nc3ccccc3)ccc21	-8
CCC1(C(O)(C#CCN2CCCCC2)c2ccccc2)CCCC1 (stereo not given)	-3
O=C(CCCn1c(=O)c2sccc2n(Cc2ccccc2Cl)c1=O)NCc1ccco1	-3
COC(=O)c1cc(Cc2cc(C(C)(C)C)c(O)c(C(C)(C)C)c2)ccc1O	-3
O=C(NCc1ccccc1)c1c(O)c2cccc3c2n(c1=O)CCC3	3
Cn1c(CN2CCN(c3ccc(Cl)cc3)CC2)nc2ccccc21	-4
COc1ccccc1N1CCN(CC(=O)Nc2c(C)n[nH]c2C)CC1	-1

14-3-3g Raf, hit marks shown above
SMILES	14-3-3g Raf
O=C(NCc1ccccn1)c1cc(S(=O)(=O)N2CCOCC2)ccc1F	114*

Additional records.
SMILES	14-3-3g Raf
O=C(O)C1C2C=CC(O2)C1C(=O)NC1CCCc2ccccc21 (stereo not given)	0&5
O=C(CC1Sc2ccccc2NC1=O)Nc1cccc2ccccc12 (stereo not given)	-13
N#CC12C(N)=NC3(OCCO3)C1(C#N)C1=C(CCC1)NC2c1ccccc1 (stereo not given)	-8
CN(Cc1cc2ccccc2[nH]c1=O)S(C)(=O)=O	-8
CCN1CCN(S(=O)(=O)c2cc(C)c(OC)cc2C)CC1	1
CC(=O)Nc1cccc(Oc2ccc3c(c2)C(=O)N(c2ccc(C(=O)Oc4ccccc4)cc2)C3=O)c1	-3

The list is partial; rates above refer to the full screens.
